Source: PubChem BioAssay
TMEM16A act – activates or potentiates the mouse TMEM16A chloride channel. Q8BHY3. HEK293 TMEM16A/YFP-H148Q/I152L, iodide quench fluorescence; hits give low values. B-score at 10 µM. actives 0.3% (n = 340,000). AID 623877;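 active = fluorescence-ratio B-score plate-corrected deviation score at least 3 library SD below zero, with starting fluorescence score within 5 deviations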;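 note: channel opened by trigger with iodide after compound preincubation; score built on the fluorescence ratio of max minus min over baseline; more negative score means more quench and so TMEM16A activation or potentiation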
HDAC3 inh – human HDAC3 inhibition; O15379; inhibition, % at 8.3 µM; recombinant HDAC3, fluorogenic peptide/trypsin coupled, fluorescence; actives 0.15% (n = 320,000); in the data active = inhibition above about 26%, passing the limit was not always enough; inconclusive = no clear call, values can overlap the other calls
KCNK9 block – blocks the human KCNK9 two-pore domain potassium channel; Q9NPC2; HEK293 KCNK9, FluxOR thallium flux fluorescence; hits give low values; B-score at 10 µM; actives 1.2% (n = 310,000); AID 488922;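 active = ratio B-score over 3 SD below the library mean, with starting fluorescence within 5 SD of its mean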;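 note: negative B-score means less thallium flux so channel inhibition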
KCNK3 block – human KCNK3 channel inhibition, primary screen | O14649 | B-score at 10 µM | CHO-KCNK3 thallium flux, FluxOR fluorescence; hits give low values | actives 0.84% (n = 340,000);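 active = B-score under library mean minus 4 SD, starting fluorescence ratio at most library mean plus 5 SD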;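 note: more negative B-score means stronger inhibition of thallium flux through KCNK3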
RGS4 block – inhibitors of human RGS4; P49798; HEK293 M3R/RGS4 inducible, Fluo-4 calcium flux; hits give high values; triggered by carbachol at its EC20; B-score at 10 µM; actives 0.45% (n = 310,000); AID 463165;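 active = B-score, a plate-corrected calcium signal, over three deviations above library mean, with baseline fluorescence within five deviations of library mean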;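 note: RGS4 expression induced by doxycycline in cells with stable M3 receptor; B-score is computed from the integrated fluorescence ratio over baseline after carbachol; higher B-score means a larger calcium signal and so more RGS4 inhibition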
Target sequence (P49798 whole entry, looked up): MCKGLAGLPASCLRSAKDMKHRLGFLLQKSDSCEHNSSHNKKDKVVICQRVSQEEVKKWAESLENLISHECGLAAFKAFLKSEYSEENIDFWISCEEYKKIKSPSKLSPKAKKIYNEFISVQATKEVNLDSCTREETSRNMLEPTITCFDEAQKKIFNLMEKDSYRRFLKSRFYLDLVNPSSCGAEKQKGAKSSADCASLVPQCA
hERG rescue – shields human hERG channel from block by proarrhythmic agents. AID 1511. Q12809. activation (rescue from dofetilide block), less the hit threshold, % at 10 µM. actives 0.51% (n = 310,000). CHO-hERG, FluxOR thallium flux, dofetilide IC70 present;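 active = activation above the mean of controls blocked by dofetilide plus 5 SD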;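 note: thallium influx through hERG after potassium depolarization seen as dye fluorescence rise; in these data hits start at about 4.7%; inactives centre near -7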
KCNQ1 inh – blocks the human KCNQ1 potassium channel | CHO-K1 KCNQ1, FluxOR thallium flux fluorescence; hits give high values | B-score at 10 µM | P51787 | AID 2642 | actives 1.3% (n = 310,000);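 active = compounds whose thallium flux B-score, printed positive for inhibition, exceeds three library SD while starting fluorescence stays within three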;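 note: channel opened by potassium depolarization with thallium stimulus after 20 min compound exposure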
Target sequence (P51787 whole entry, looked up): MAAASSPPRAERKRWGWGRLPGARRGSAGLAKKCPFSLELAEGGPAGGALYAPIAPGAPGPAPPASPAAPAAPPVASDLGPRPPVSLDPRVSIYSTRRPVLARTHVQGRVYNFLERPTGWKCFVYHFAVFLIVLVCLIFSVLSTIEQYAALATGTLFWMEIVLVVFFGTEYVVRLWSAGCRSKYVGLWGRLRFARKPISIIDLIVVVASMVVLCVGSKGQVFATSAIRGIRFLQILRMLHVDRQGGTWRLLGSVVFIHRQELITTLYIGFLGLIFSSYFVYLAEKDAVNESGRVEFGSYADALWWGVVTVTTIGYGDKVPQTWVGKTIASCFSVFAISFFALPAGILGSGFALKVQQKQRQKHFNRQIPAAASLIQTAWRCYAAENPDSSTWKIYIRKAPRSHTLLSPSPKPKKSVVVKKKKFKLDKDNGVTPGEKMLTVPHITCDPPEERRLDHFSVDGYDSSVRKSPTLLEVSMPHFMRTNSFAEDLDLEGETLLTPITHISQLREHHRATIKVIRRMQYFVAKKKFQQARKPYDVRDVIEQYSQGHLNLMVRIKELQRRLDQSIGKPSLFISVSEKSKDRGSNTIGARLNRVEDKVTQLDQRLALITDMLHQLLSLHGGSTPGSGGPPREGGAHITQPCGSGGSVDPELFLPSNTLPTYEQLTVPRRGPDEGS
SKKanGAS inh – SKKanGAS growth inhibition. S. pyogenes SKKanGAS, kanamycin growth, BacTiter-Glo, 6 h. inhibition, % at 7.5 µM. actives 1.3% (n = 300,000). AID 1662;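 active = mean replicate score, as percent of positive control median, at least 50; inconclusive = mean below 50 but one replicate at or above 50; inactive = mean and every replicate below 50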;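 note: strain carries kanamycin resistance gene driven by streptokinase promoter and grows in 40 µg/ml kanamycin; loss of luminescence reflects streptokinase promoter inhibition or plain growth inhibition; 0% = median of DMSO wells and 100% = positive control at its reference dose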
RGS4 act – potentiators or activators of RGS4. HEK293 M3R/inducible RGS4, carbachol calcium flux Fluo4; hits give low values. B-score at 10 µM. actives 0.92% (n = 310,000). AID 463111;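 active = B-score of the integrated calcium signal more than 4 SD below the library mean, with starting fluorescence not abnormally high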;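 note: negative B-score means reduced calcium response which marks RGS4 activation or potentiation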
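Assay system: Inducible-RGS4 HEK293 cells carrying M3 receptor | Schedule: Compound preincubation 20 min at room temperature before agonist | Signal: Kinetic calcium fluorescence imaging with Fluo4-AM dye, 2 µM | Read-out basis: B score from integrated fluorescence ratio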
TMEM16A inh – inhibitors of mouse TMEM16A calcium-activated chloride channel; Q8BHY3; HEK293 TMEM16A/YFP iodide influx fluorescence, ionomycin; normalized B-score (activity score, 25-100; higher = stronger inhibition) at 10 µM; actives 1.2% (n = 310,000);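 active = ratio plate-corrected score three or more library SD toward inhibition, starting fluorescence score within five deviations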;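 note: score derived from kinetic fluorescence span divided by baseline fluorescence per well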
KCNQ1 act – potentiates or activates the human KCNQ1 potassium channel. P51787. CHO-K1 KCNQ1, thallium flux FluxOR fluorescence; hits give high values. B-score at 10 µM. actives 0.35% (n = 310,000). AID 2648;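 active = fluorescence ratio B-score, a plate-corrected score, at least three library SD, with initial intensity B-score within 5 SD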
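Doses: Single concentration per compound, DMSO matched to controls | Test system: KCNQ1-transfected CHO-K1 cells | Timing: 90 min dye loading and 20 min compound exposure, both at room temperature | Measured by: Kinetic FluxOR thallium fluorescence, 10-s 1-Hz baseline, 110-s post-stimulus read | Medium: Assay buffer with matched DMSO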
Starred values were filed as active, the others as inactive; i = inactive; ? = inconclusive; . = no result given. No enrichment for hits (roughly 6.3% active in at least one column).

SMILES | TMEM16A act | HDAC3 inh | KCNK9 block | KCNK3 block | RGS4 block | hERG rescue | KCNQ1 inh | SKKanGAS inh | RGS4 act | TMEM16A inh | KCNQ1 act
CC(C)(C)C(=O)Nc1ccccc1-c1nc2ccccc2[nH]c1=O | i | -2 | i | i | i | -3 | i | 7 | i | i | i
COCCN(C(=O)CSc1nn(-c2ccc(F)cc2)c(=S)s1)c1c(N)n(CC(C)C)c(=O)[nH]c1=O | i | 0 | i | i | i | -5 | i | -14 | i | i | i
COc1cc(CCC(=O)OCc2nnc(-c3ccccc3)o2)cc(OC)c1OC | i | 4 | i | i | i | -10 | i | -1 | i | i | i
CCOc1cc(C(c2c(O)nc(SC)[nH]c2=O)c2c(O)nc(SC)[nH]c2=O)ccc1O | i | 1 | i | i | i | -7 | i | -3 | i | i | i
CCc1nnc(NS(=O)(=O)c2ccc(NS(=O)(=O)c3ccccc3)cc2)s1 | i | -5 | i | i | i | -1 | i | 15 | i | i | i
C/C(=N\O)C(C)(C)NC(=O)Nc1ccc(Cl)cc1 | i | -5 | i | i | i | -7 | i | -6 | i | i | i
CCc1nnc(NC(=O)c2cc(C)oc2C)s1 | i | -2 | i | i | i | -4 | i | -5 | i | i | i
Cc1nn(C)c(C)c1S(=O)(=O)N1CCCC(C(=O)N2CCN(c3ccc(Cl)cc3)CC2)C1 (stereo not drawn) | i | -7 | i | i | i | -11 | i | -1 | i | i | i
CC(=O)N(CCCN(C)C)c1nc2ccc(C)cc2s1 | i | -2 | i | i | i | -13 | i | -16 | i | i | i
COC(=O)C1=C(CSc2nc3c(cc2C#N)CN(C)CC3)OC(N)=C(C#N)C1c1ccccc1F (stereo not drawn) | i | 0 | i | i | i | -14 | i | 19 | i | i | i
CCOC(=O)c1sc(NS(=O)(=O)c2ccc(F)cc2)nc1C | i | 9 | i | i | i | -4 | i | 7 | i | i | i
Cc1onc(-c2ccccc2)c1C(=O)N(Cc1ccccn1)Cc1ccccn1 | i | 1 | i | i | i | -2 | i | -2 | i | i | i
Cc1ccn2c(C(=O)CSc3ccccc3Cl)c(C)nc2c1 | i | 5 | i | i | i | -4 | i | -2 | i | i | i
Cc1ccccc1C(=O)NNC(=O)c1cccc(Br)c1 | i | -10 | i | i | i | 2 | i | -5 | i | i | i
CN(Cc1ccccc1)c1nc2c(c(=O)n(C)c(=O)n2C)n1CCSc1ncccn1 | i | -2 | i | i | i | -15 | i | -2 | i | i | i
NC1=C(O)C(=O)C(c2ccccc2)O1 (stereo not drawn) | i | 4 | i | i | i | 0 | i | -2 | i | i | i
O=C(CN1C(=O)NC2(CCCC2)C1=O)OCCOc1ccc(Cl)cc1 | i | 10 | i | i | i | -17 | i | 22 | i | i | i
CCC(=O)Oc1ccc2c(c1)O/C(=C\c1ccco1)C2=O | i | -13 | i | i | i | -16 | 6* | 8 | i | i | i
O=C(O)Cn1nc(C(F)(F)F)c2c1CCC2 | i | 4 | i | i | i | -8 | i | 4 | i | i | i
CCO/N=C(\C)c1c(O)c2ccccc2n(C)c1=O | i | -1 | i | i | i | -4 | i | 1 | i | i | i
CCOc1ccc(-c2cnc(SCC(N)=O)nc2N)cc1 | i | 0 | i | i | i | -12 | i | -3 | i | i | i
O=C(NCc1ccccc1)N1CCCC1 | i | 1 | i | i | i | -6 | i | -1 | i | i | i
CCOCCn1cnc2sc(C(=O)NCC(=O)OCC)c(C)c2c1=O | i | -3 | i | i | i | -7 | i | 0 | i | i | i
Nn1c(SCC(=O)Nc2ccc(F)cc2F)nnc1C1CCCCC1 | i | -2 | i | i | i | -17 | i | 8 | i | i | i
CN(C)CCCN(C(=O)c1ccc(S(=O)(=O)N2CCc3ccccc32)cc1)c1nc2ccc(Cl)cc2s1 | i | . | i | i | i | -15 | i | 9 | i | i | i

Given as comma-separated lines: part of the list above
SMILES,TMEM16A act,HDAC3 inh,KCNK9 block,KCNK3 block,RGS4 block,hERG rescue,KCNQ1 inh,SKKanGAS inh,RGS4 act,TMEM16A inh,KCNQ1 act
COCCN(C(=O)CSc1nn(-c2ccc(F)cc2)c(=S)s1)c1c(N)n(CC(C)C)c(=O)[nH]c1=O,i,0,i,i,i,-5,i,-14,i,i,i
COc1cc(CCC(=O)OCc2nnc(-c3ccccc3)o2)cc(OC)c1OC,i,4,i,i,i,-10,i,-1,i,i,i
CCOc1cc(C(c2c(O)nc(SC)[nH]c2=O)c2c(O)nc(SC)[nH]c2=O)ccc1O,i,1,i,i,i,-7,i,-3,i,i,i
CCc1nnc(NS(=O)(=O)c2ccc(NS(=O)(=O)c3ccccc3)cc2)s1,i,-5,i,i,i,-1,i,15,i,i,i

Carrying on:
SMILES | TMEM16A act | HDAC3 inh | KCNK9 block | KCNK3 block | RGS4 block | hERG rescue | KCNQ1 inh | SKKanGAS inh | RGS4 act | TMEM16A inh | KCNQ1 act
COc1ccc(NC(=S)Nc2nc(CC(=O)Nc3ccccc3OC)cs2)cc1 | i | 7 | i | i | i | -14 | i | 58* | i | i | i
COc1cc(CNCc2c[nH]c3ccccc23)cc(OC)c1 | i | -7 | i | i | i | -12 | i | -3 | i | i | i
Cc1ccc(N2CC(=O)N(NC(=O)CN3CCN(c4ccccc4)CC3)CC2=O)cc1 | i | -2 | i | i | i | -7 | i | -5 | i | i | i
COc1cc2[nH]c3c(=O)n(CCN4CCCCC4)cnc3c2cc1OC | i | -12 | i | i | i | -3 | i | -1 | i | i | i
O=C(NC(=S)Nc1ccccc1C(=O)O)c1ccc2ccccc2c1 | i | . | i | i | i | -7 | i | -2 | i | i | i
O=[N+]([O-])c1ccccc1Nc1ccc(O)cc1 | i | -1 | i | i | i | -9 | i | -1 | i | i | i
CN(C(=O)c1cc(COc2ccc(F)cc2Cl)on1)C1CCCc2ccccc21 (stereo not drawn) | i | 6 | i | i | i | -9 | i | 5 | -7.2* | i | i
CCCCNC(=O)CCn1c(=O)c2ccccc2n(CC(=O)N2CC(C)CC(C)C2)c1=O (stereo not drawn) | i | -4 | i | i | i | -10 | i | -2 | i | i | i
CCn1cc(CN2CCC(C(=O)Nc3ccc(Oc4cccnc4)cc3)CC2)cn1 | i | 1 | i | i | i | -7 | i | ? | i | i | i
CSc1cnc2c(N)nc(N(C)C)nc2n1 | i | -4 | i | i | i | -6 | i | -14 | i | i | i
O=C(c1csc2c1CCCC2)N1CCCCC1 | i | 0 | i | i | i | -6 | i | 2 | i | i | i
CSCCC(NC(=O)/C(=C/c1ccco1)NC(=O)c1ccco1)C(=O)O (stereo not drawn) | i | 8 | i | i | i | -10 | i | -1 | i | i | i
Cc1ccccc1CC(=O)NC1CCN(Cc2ccccc2)CC1 | i | 1 | i | i | i | 8.2* | i | -2 | i | i | i
CCOC(=O)C1(Cc2ccc(OC)cc2)CCN(C(=O)CCN2CCCC2=O)CC1 | i | -5 | i | i | i | -9 | i | -5 | i | i | i
CCOC(=O)C1=C(COC(=O)C2(C)CC2(Cl)Cl)NC(=O)NC1c1ccccc1 (stereo not drawn) | i | 4 | i | i | i | -4 | i | -7 | i | i | i
CC(C)(C)c1cc(NC(=O)c2cccc([N+](=O)[O-])c2)no1 | i | 3 | i | i | i | -13 | i | 1 | i | i | i
CC1CCC(NC(=O)CCS(=O)(=O)c2ccc3c(c2)NC(=O)CO3)CC1 (stereo not drawn) | i | -3 | i | i | i | -2 | i | -1 | i | i | i
CCOc1ccc(-c2nc(S(=O)(=O)c3ccccc3)c(N3CCC(C(N)=O)CC3)o2)cc1 | i | 4 | i | i | i | -17 | i | -1 | i | i | i
CN(Cc1ccccc1)S(=O)(=O)c1ccc(Cl)c(C(=O)NCCc2ccccn2)c1 | i | -3 | i | i | i | -6 | i | -2 | i | i | i
Cc1ccccc1-n1c(Cn2c(=O)sc3ccccc32)nnc1SC(C)C | i | 3 | i | i | i | -6 | i | 1 | i | i | i
COC(=O)c1ccc2c(c1)C(C)(C)C(/C=C/c1ccc(O)cc1)=[N+]2C | i | 4 | i | i | i | -39 | i | 3 | i | i | i
COC(=O)CCCSc1nccn1-c1ccccc1 | i | 3 | i | i | i | -15 | i | 1 | i | i | i
NC(=O)CSc1nc(C23CC4CC(CC(C4)C2)C3)nc2ccccc12 | i | 6 | i | i | i | -17 | 6* | 3 | i | i | i
O=C(O)C1=C(Nc2ccccc2)OCC1=O | i | -10 | i | i | i | -3 | i | -4 | i | i | i
C/C(=N\Nc1ccc(F)cc1F)c1ccc(F)cc1 | . | -2 | i | . | i | -4 | i | 7 | i | i | i
Continuation:
SMILES | TMEM16A act | HDAC3 inh | KCNK9 block | KCNK3 block | RGS4 block | hERG rescue | KCNQ1 inh | SKKanGAS inh | RGS4 act | TMEM16A inh | KCNQ1 act
COc1ccc(CCNc2nc(=S)[nH]c3cc(OC)c(OC)cc23)cc1OC | i | 9 | i | i | i | -15 | i | -2 | i | i | i
Cc1ccc(-c2csc3ncnc(N4CCN(c5ccccc5O)CC4)c23)cc1 | i | 0 | i | i | i | -11 | i | 36 | i | i | i
CC(=O)Nc1c(C(=O)c2ccc(F)cc2)oc2ccccc12 | i | 4 | i | i | i | -3 | i | 3 | i | i | i
COC(=O)C1C(=O)C2=C(CC1C)NC(C)=C(C(=O)OC(C)C)C2c1ccc(C)o1 (stereo not drawn) | i | 3 | i | i | i | -14 | i | 1 | i | i | i
Cc1nnc(SCC(=O)N2CCN(Cc3ccccc3)CC2)s1 | i | -2 | i | i | i | -1 | i | -11 | i | i | i
Cc1c(C(=O)Nc2ccc(C(=O)O)cc2)cnn1C | i | -2 | i | i | i | -3 | i | 0 | i | i | i
O=S1(=O)CC(O)C(Nc2ccccc2Cl)C1 (stereo not drawn) | i | 3 | i | i | i | -12 | i | -7 | i | i | i
O=C(CCCc1nc2ccccc2s1)NC1CCOC1=O (stereo not drawn) | i | -4 | i | i | i | -9 | i | 5 | i | i | i
CC(C)Cc1cc(C(=O)N2CCC(N3CCC(C(=O)N4CCOCC4)CC3)CC2)n[nH]1 | i | 6 | i | i | i | -4 | i | -4 | i | i | i
Cc1ccccc1-n1c(=O)n(CCc2ccccc2)c(=O)c2[nH]cnc21 | i | -13 | i | i | i | 3 | i | -5 | i | i | i
